Bioassay records from PubChem.
TcdB GH inh – inhibitors of Clostridioides difficile toxin B glycohydrolase; P18177; TcdB glycohydrolase enzymatic assay, plate reader; inhibition, % at 9.99 µM; 350,000 compounds, 0.24% hits; AID 652162; in the data active means inhibition above about 10%
Target sequence (P18177 whole entry, looked up): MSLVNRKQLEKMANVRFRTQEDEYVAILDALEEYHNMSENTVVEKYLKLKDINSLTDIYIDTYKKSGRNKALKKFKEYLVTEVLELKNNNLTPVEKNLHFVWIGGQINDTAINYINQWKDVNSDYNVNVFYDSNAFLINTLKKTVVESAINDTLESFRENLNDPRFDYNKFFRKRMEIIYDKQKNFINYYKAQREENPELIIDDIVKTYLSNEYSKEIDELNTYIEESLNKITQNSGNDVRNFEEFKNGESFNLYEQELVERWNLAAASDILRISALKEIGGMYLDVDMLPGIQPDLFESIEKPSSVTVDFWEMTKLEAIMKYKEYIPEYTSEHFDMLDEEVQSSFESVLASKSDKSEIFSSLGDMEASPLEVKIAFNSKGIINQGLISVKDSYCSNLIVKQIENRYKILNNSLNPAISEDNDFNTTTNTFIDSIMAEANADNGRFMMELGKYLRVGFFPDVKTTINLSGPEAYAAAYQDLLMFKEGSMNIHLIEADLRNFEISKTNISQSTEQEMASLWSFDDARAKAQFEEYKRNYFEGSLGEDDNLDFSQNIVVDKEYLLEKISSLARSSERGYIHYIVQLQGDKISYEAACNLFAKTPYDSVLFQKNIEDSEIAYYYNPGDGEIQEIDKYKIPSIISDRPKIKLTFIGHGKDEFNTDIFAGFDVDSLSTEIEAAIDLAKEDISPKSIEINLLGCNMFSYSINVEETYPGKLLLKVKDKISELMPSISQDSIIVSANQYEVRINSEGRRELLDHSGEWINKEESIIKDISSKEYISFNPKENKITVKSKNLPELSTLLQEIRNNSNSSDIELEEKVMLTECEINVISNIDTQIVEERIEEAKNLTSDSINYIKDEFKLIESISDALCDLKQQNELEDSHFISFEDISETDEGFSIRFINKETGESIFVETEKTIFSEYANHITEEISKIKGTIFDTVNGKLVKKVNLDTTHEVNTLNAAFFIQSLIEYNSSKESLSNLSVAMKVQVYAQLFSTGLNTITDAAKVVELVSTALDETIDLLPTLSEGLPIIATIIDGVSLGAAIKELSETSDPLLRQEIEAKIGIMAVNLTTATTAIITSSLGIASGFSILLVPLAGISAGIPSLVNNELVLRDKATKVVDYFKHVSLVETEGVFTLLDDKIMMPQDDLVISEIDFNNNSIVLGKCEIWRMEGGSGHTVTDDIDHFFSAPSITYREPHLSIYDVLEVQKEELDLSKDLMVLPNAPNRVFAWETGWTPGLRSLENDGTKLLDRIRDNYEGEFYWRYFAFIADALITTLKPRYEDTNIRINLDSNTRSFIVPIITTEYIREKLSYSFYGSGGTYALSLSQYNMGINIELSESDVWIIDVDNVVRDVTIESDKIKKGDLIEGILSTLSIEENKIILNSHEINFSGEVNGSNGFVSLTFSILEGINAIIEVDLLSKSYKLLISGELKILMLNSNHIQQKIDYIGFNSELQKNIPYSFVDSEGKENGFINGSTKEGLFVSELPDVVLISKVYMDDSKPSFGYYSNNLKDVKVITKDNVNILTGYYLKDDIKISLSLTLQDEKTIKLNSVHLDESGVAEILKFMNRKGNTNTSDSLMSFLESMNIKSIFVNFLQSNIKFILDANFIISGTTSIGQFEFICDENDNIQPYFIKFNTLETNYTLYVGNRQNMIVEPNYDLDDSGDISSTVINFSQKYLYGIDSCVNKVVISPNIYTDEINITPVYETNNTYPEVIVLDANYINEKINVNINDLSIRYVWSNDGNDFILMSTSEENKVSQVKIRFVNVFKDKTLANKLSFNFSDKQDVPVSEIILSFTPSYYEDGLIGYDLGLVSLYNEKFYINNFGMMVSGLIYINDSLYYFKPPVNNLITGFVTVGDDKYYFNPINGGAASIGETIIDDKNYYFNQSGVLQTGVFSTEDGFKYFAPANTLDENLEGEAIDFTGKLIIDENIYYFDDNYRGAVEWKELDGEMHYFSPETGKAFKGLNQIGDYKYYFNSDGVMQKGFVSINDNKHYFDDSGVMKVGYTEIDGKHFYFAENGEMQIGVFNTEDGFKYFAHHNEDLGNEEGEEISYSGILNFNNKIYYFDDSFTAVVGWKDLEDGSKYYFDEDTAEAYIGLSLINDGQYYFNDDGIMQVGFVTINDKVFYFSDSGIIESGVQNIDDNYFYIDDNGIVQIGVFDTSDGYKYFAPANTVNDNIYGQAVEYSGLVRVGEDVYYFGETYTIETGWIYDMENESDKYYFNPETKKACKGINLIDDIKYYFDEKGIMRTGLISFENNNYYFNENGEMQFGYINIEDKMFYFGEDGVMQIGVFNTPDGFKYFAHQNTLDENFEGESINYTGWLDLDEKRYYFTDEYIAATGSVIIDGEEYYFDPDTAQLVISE
* marks the source's active call; other numbers are inactive results.

SMILES | TcdB GH inh
O=C(C[C@H]1C[C@H]2c3cc(NC(=O)Nc4ccc(C(F)(F)F)cc4)ccc3O[C@H]2[C@H](CO)O1)NCc1ccc2c(c1)OCO2 | -1.4
C[C@H]1CN([C@@H](C)CO)C(=O)c2cc(NS(=O)(=O)c3cn(C)cn3)ccc2O[C@@H]1CN(C)Cc1ccc(Oc2ccccc2)cc1 | 0.3
COc1ccc(NC(=O)N(C)C[C@H]2OCCCC[C@H](C)Oc3ccc(NC(=O)C4CCCCC4)cc3C(=O)N([C@H](C)CO)C[C@@H]2C)cc1 | -0.5
CC(C)NC(=O)N(C)C[C@@H]1Oc2cc(C#Cc3cccc(F)c3)ccc2S(=O)(=O)N([C@@H](C)CO)C[C@@H]1C | 0.2
Cc1ccc(S(=O)(=O)N[C@@H]2CC[C@H](CCNC(=O)C3CCCC3)O[C@@H]2CO)cc1 | -0.1
COc1ccccc1C(=O)Nc1ccc2c(c1)C(=O)N(C)[C@H]1CC[C@H](CC(=O)NCc3ccc(Cl)c(Cl)c3)O[C@@H]1CO2 | -0.6
Cc1ccc(S(=O)(=O)Nc2ccc3c(c2)CC(=O)N([C@H](C)CO)C[C@@H](C)[C@H](CN(C)C(=O)Nc2cccc4ccccc24)O3)cc1 | -1.2
N#C[C@H]1N[C@H](CO)[C@H]1c1ccccc1 | 0.7
C[C@H](CO)N1C[C@H](C)[C@@H](CN(C)Cc2cncnc2)Oc2ncc(C#C[C@@H](C)O)cc2C1=O | 0.6
CC(C)NC(=O)N1CCCCN2[C@@H](CO)[C@H](c3ccc(C#Cc4ccccc4)cc3)[C@@H]2C1 | 0.8
CO[C@H]1CN(C)C(=O)c2ccc(NC(=O)c3ccccc3F)cc2OC[C@H](C)N(CC2CCOCC2)C[C@H]1C | -0.9
O=C(C[C@H]1CC[C@H]2[C@@H](COC[C@H](O)CN2C(=O)C2CCCC2)O1)NCc1ccncc1 | -2.4
COc1ccc2c3c(n(C)c2c1)[C@H](CO)N(Cc1ccc(Cl)cc1)CC31CCN(C(=O)NC(C)C)CC1 | 0.1
CN(C)c1ccc2c(c1)[C@@H]1C[C@H](CC(=O)NCc3cccc(F)c3)O[C@H](CO)[C@@H]1O2 | -33.1
CO[C@H]1CN(C)C(=O)c2ccc(NC(=O)C3CC3)cc2OC[C@@H](C)N(CC2CCOCC2)C[C@H]1C | -1.6
C[C@H]1CN([C@@H](C)CO)C(=O)c2cc(C3=CCCCC3)cnc2O[C@H]1CN(C)C(=O)Cc1ccccc1 | -0.9
O=C(c1cccc(F)c1)N1CCCCN2[C@H](CO)[C@@H](c3ccc(C#CC4(O)CCCC4)cc3)[C@H]2C1 | 0.6
O=C(N[C@H]1CC[C@H](CCn2cc(C3CC3)nn2)O[C@@H]1CO)c1cccnc1 | -0.3
O=C(NC1CCCCC1)N[C@@H]1CC[C@@H](CCNS(=O)(=O)c2ccc(Cl)cc2)O[C@H]1CO | -1.8
O=C(Nc1cc(F)ccc1F)N[C@H]1CC[C@@H](CCn2cc(C3CC3)nn2)O[C@@H]1CO | 1.3
O=C(Nc1ccc(F)cc1)N1CC(=O)N2[C@H](CO)[C@@H](c3ccc(C#Cc4cccnc4)cc3)[C@H]2C1 | -0.3
C[C@@H]1CN([C@@H](C)CO)C(=O)c2cc(NS(=O)(=O)c3ccc(Cl)cc3)ccc2O[C@@H](C)CCCCO[C@@H]1CN(C)C(=O)Nc1ccc(F)cc1 | 0.4
C[C@@H]1CN([C@@H](C)CO)C(=O)Cc2cc(NC(=O)Nc3cccc4ccccc34)ccc2O[C@H]1CN(C)S(=O)(=O)c1ccc(F)cc1 | 0.0
O=C(Nc1ccccc1F)N1CCCCN2[C@@H](CO)[C@@H](c3ccc(-c4cccnc4)cc3)[C@@H]2C1 | 0.1
COc1ccc(-c2ccc3c(c2)O[C@H](CN(C)C(=O)c2ccccc2F)[C@H](C)CN([C@H](C)CO)S3(=O)=O)cc1 | -2.2
COC(=O)C[C@H]1CC[C@H]2[C@@H](COc3ccc(NC(=O)c4ccc(F)c(F)c4)cc3C(=O)N2C)O1 | -0.6
C[C@@H]1CN([C@@H](C)CO)C(=O)c2cccc(NS(C)(=O)=O)c2O[C@H]1CN(C)C(=O)Nc1ccccc1 | 0.8
CNC[C@H]1OCCCC[C@@H](C)Oc2ccc(NC(=O)c3ccncc3)cc2C(=O)N([C@@H](C)CO)C[C@H]1C | 0.2
C[C@H](CO)N1C[C@H](C)[C@H](CN(C)Cc2ccc(F)cc2)Oc2ncc(-c3cncnc3)cc2C1=O | 0.2
C[C@H](CO)N1C[C@H](C)[C@H](CN(C)C(=O)CN(C)C)Oc2cc(C#Cc3ccc(F)cc3)ccc2S1(=O)=O | 1.6
C[C@H]1CN([C@@H](C)CO)C(=O)c2cc(-c3ccc(C#N)cc3)cnc2O[C@H]1CN(C)CC1CCOCC1 | 0.3
CN(C)C(=O)C[C@H]1C=C[C@H](NC(=O)c2ccc(F)cc2)[C@H](CO)O1 | 0.5
O=C(Nc1cccc(F)c1)N1CC(=O)N2[C@H](CO)[C@H](c3ccc(Br)cc3)[C@H]2C1 | 0.3
Cc1noc(C)c1NC(=O)N(C)C[C@H]1Oc2ccc(NS(=O)(=O)c3cn(C)cn3)cc2CC(=O)N([C@H](C)CO)C[C@@H]1C | 0.3
CN(C)C(=O)[C@@H]1[C@@H](CO)[C@@H]2Cn3c(ccc(-c4ccncc4)c3=O)[C@H]1N2CC1CCCC1 | -0.2
O=C(C[C@@H]1CC[C@@H]2[C@H](COC[C@@H](O)CN2C(=O)c2cccnc2)O1)NCc1ccccc1 | -0.2
C[C@@H]1CN([C@@H](C)CO)C(=O)c2cccc(NS(=O)(=O)c3cccs3)c2O[C@H]1CN(C)C(=O)Nc1ccc(F)cc1 | 6.9
C[C@@H]1CN([C@@H](C)CO)C(=O)Cc2cc(NC(=O)c3ccncc3)ccc2O[C@@H]1CN(C)CC1CCCCC1 | -1.5
Cc1noc(C)c1NC(=O)Nc1ccc2c(c1)C(=O)N([C@H](C)CO)C[C@@H](C)[C@H](CN(C)C(=O)Nc1c(C)noc1C)OCCCC[C@@H](C)O2 | -1.1
C[C@H]1CN([C@@H](C)CO)C(=O)c2cc(C#CCC3CCCC3)cnc2O[C@H]1CN(C)C(=O)CN(C)C | -0.9
CC(C)NC(=O)Nc1ccc2c(c1)CC(=O)N([C@@H](C)CO)C[C@@H](C)[C@@H](CN(C)Cc1ccncc1)O2 | 0.2
CN(C)C(=O)C[C@H]1CC[C@@H]2[C@H](COc3ccc(NS(=O)(=O)c4cccc(F)c4)cc3C(=O)N2C)O1 | -0.6
O=C(C[C@H]1CC[C@@H](NC(=O)CN2CCOCC2)[C@@H](CO)O1)NC1CCCCC1 | -0.6
O=C1CN(Cc2ccccc2)C[C@H]2[C@H](c3ccc(Br)cc3)[C@@H](CO)N12 | -0.2
O=S(=O)(c1ccccc1)N1CC2(C1)[C@H](c1ccccc1)[C@@H](CO)N2CC1CC1 | 1.1
C/C=C/c1ccccc1[C@H]1[C@@H](CO)N(C(=O)Nc2ccccc2)[C@H]1C#N | -0.3
CS(=O)(=O)N1CC2(C1)[C@@H](c1ccccc1)[C@H](CO)N2C(=O)C1CCC1 | -0.9
COc1ccc(COC[C@]23NC(=S)N(C(=O)c4ccccc4)[C@H](c4ccccc4O2)[C@H]3CO[Si](C)(C)C(C)(C)C)cc1 | 1.5
C[C@H]1CN([C@@H](C)CO)C(=O)c2cc(C#Cc3ccccc3F)cnc2O[C@H]1CN(C)C | 1.2
COc1ccc2c3c(n(C)c2c1)[C@H](CO)N(C(=O)CN(C)C)CC31CCN(S(C)(=O)=O)CC1 | -4.3
CC(C)NC(=O)N(C)C[C@H]1Oc2cc(-c3ccccc3F)ccc2S(=O)(=O)N([C@@H](C)CO)C[C@@H]1C | -0.3
O=C(CC(F)(F)F)N1C[C@@H]2[C@H](c3ccccc31)[C@@H](CO)N2C(=O)Cc1ccccc1 | 0.6
C[C@@H]1CN([C@@H](C)CO)C(=O)c2cc(-c3ccccc3F)cnc2O[C@@H]1CN(C)C(=O)C1CCC1 | 0.4
C[C@@H]1CN([C@@H](C)CO)C(=O)c2cc(-c3ccc(C(=O)N(C)C)cc3)cnc2O[C@@H]1CN(C)C(=O)c1cccnc1 | 0.7
CO[C@@H](CN(C)C(=O)Nc1ccc(Cl)cc1)[C@H](C)CN(Cc1ccccc1Cl)[C@H](C)CO | 1.1
C[C@@H](NC(=O)C[C@H]1C[C@@H]2c3cc(NC(=O)c4cccnc4)ccc3O[C@@H]2[C@H](CO)O1)c1ccccc1 | -0.3
Cc1ccc(S(=O)(=O)N(C)C[C@H]2OCCCC[C@H](C)Oc3ccc(NS(=O)(=O)c4ccc(F)cc4)cc3C(=O)N([C@H](C)CO)C[C@H]2C)cc1 | -3.0
Cc1ccc(S(=O)(=O)Nc2ccc3c(c2)CC(=O)N([C@H](C)CO)C[C@H](C)[C@@H](CN(C)S(=O)(=O)c2cccs2)O3)cc1 | -8.1
COc1cccc(-c2ccc3n(c2=O)C[C@@H]2[C@@H](CO)[C@H](C(=O)NC4CCCC4)[C@H]3N2C)c1 | -0.5
CN1C(=O)c2cc(NC(=O)C3CCOCC3)ccc2OC[C@@H]2O[C@H](CC(=O)NCc3ccccc3F)CC[C@H]21 | -1.0

The listing continues:
SMILES | TcdB GH inh
C[C@H](CO)N1C[C@H](C)[C@H](CN(C)Cc2ccc(C(F)(F)F)cc2)OCc2ccccc2-c2c(n(C)c3ccccc23)C1=O | -4.4
CCC(=O)N1CCCCN2[C@@H](CO)[C@H](c3ccc(-c4cccnc4)cc3)[C@@H]2C1 | 0.5
C[C@@H]1CN([C@@H](C)CO)C(=O)c2cccc(NC(=O)CCCCCC(=O)Nc3ccccc3N)c2O[C@@H]1CN(C)Cc1ccc(Oc2ccccc2)cc1 | 0.2
Cc1ccc(S(=O)(=O)Nc2ccc3c(c2)C(=O)N([C@@H](C)CO)C[C@H](C)[C@H](CN(C)S(C)(=O)=O)OCCCC[C@@H](C)O3)cc1 | -0.4
CCc1nc(N2[C@H](C#N)[C@@H](c3ccccc3-c3ccc(F)cc3)[C@@H]2CO)sc1C | -14.9
O=C(C[C@@H]1C[C@@H]2c3cc(NC(=O)Nc4ccc(F)cc4)ccc3O[C@@H]2[C@@H](CO)O1)NC1CCCC1 | 0.3
O=C(Nc1ccc(F)cc1)N[C@@H]1CC[C@H](CC(=O)N2CCOCC2)O[C@H]1CO | 0.6
O=C(C[C@H]1C=C[C@@H](NC(=O)Nc2cc(F)ccc2F)[C@@H](CO)O1)Nc1ccc(-c2ccccc2)cc1 | -4.1
O=C(C[C@H]1C=C[C@@H](NS(=O)(=O)c2ccc(F)cc2)[C@H](CO)O1)NCc1ccncn1 | 0.7
COc1ccc2c3c([nH]c2c1)[C@H](CO)N(C(=O)C1CCC1)CC31CCN(C(=O)c2ccccn2)CC1 | -0.1
COCC(=O)Nc1ccc2c(c1)C(=O)N(C)C[C@H](OC)[C@@H](C)CN(Cc1ccncc1)[C@@H](C)CO2 | -2.8
C[C@H](CO)N1C[C@H](C)[C@H](CN(C)C)Oc2cc(C#CCC3CCCC3)ccc2S1(=O)=O | 0.7
CCCN(C)C[C@H]1Oc2cc(Br)ccc2S(=O)(=O)N([C@H](C)CO)C[C@H]1C | -0.4
O=C(Nc1cc(F)ccc1F)N[C@H]1C=C[C@@H](CC(=O)N2CCc3ccccc3C2)O[C@H]1CO | -1.2
CN1C(=O)c2cc(NC(=O)C3CCOCC3)ccc2OC[C@H]2O[C@@H](CC(=O)O)CC[C@@H]21 | -0.8

The closing 5 records of the section before lead into the next.
SMILES | TcdB GH inh
COCC(=O)Nc1ccc2c(c1)C(=O)N(C)C[C@H](OC)[C@@H](C)CN(Cc1ccncc1)[C@@H](C)CO2 | -2.8
C[C@H](CO)N1C[C@H](C)[C@H](CN(C)C)Oc2cc(C#CCC3CCCC3)ccc2S1(=O)=O | 0.7
CCCN(C)C[C@H]1Oc2cc(Br)ccc2S(=O)(=O)N([C@H](C)CO)C[C@H]1C | -0.4
O=C(Nc1cc(F)ccc1F)N[C@H]1C=C[C@@H](CC(=O)N2CCc3ccccc3C2)O[C@H]1CO | -1.2
CN1C(=O)c2cc(NC(=O)C3CCOCC3)ccc2OC[C@H]2O[C@@H](CC(=O)O)CC[C@@H]21 | -0.8
C=CCOC(=O)C(=O)/C=C/c1ccc(OC)cc1 | 0.0
O=C(c1cccc(F)c1)N1CC2(C1)[C@H](c1ccccc1)[C@@H](CO)N2C(=O)C1CCOCC1 | -0.6
CN1CCN(C(=O)C[C@@H]2C[C@@H]3c4cc(NC(=O)CC5CC5)ccc4O[C@@H]3[C@H](CO)O2)CC1 | -2.5
COc1cccc(S(=O)(=O)N[C@@H]2CC[C@H](CCn3cc(-c4ccccc4OC)nn3)O[C@H]2CO)c1 | 0.3
Cc1cc(C(=O)Nc2cccc3c2O[C@@H](CN(C)S(=O)(=O)c2ccc(F)cc2)[C@@H](C)CN([C@@H](C)CO)C3=O)n(C)n1 | 0.6
C[C@H](CO)N1C[C@H](C)[C@H](CN(C)CC2CC2)Oc2ccc(NC(=O)CCCN(C)C)cc2C1=O | 0.7
Cc1ccc(S(=O)(=O)N[C@H]2CC[C@H](CCNC(=O)C3CCCC3)O[C@@H]2CO)cc1 | -0.1
O=C(C[C@H]1C[C@H]2c3cc(NS(=O)(=O)c4ccc(F)cc4)ccc3O[C@H]2[C@@H](CO)O1)NCc1ccccc1F | -0.4
CCCN(C)C[C@@H]1OCCCC[C@@H](C)Oc2ccc(NC(=O)C3CCCCC3)cc2C(=O)N([C@@H](C)CO)C[C@@H]1C | -2.9

Looked up above:
Cc1cc(C(=O)Nc2cccc3c2O[C@@H](CN(C)S(=O)(=O)c2ccc(F)cc2)[C@@H](C)CN([C@@H](C)CO)C3=O)n(C)n1 | TcdB GH inh = 0.6
CCCN(C)C[C@@H]1OCCCC[C@@H](C)Oc2ccc(NC(=O)C3CCCCC3)cc2C(=O)N([C@@H](C)CO)C[C@@H]1C | TcdB GH inh = -2.9
COc1cccc(S(=O)(=O)N[C@@H]2CC[C@H](CCn3cc(-c4ccccc4OC)nn3)O[C@H]2CO)c1 | TcdB GH inh = 0.3
C=CCOC(=O)C(=O)/C=C/c1ccc(OC)cc1 | TcdB GH inh = 0.0
Cc1ccc(S(=O)(=O)N[C@H]2CC[C@H](CCNC(=O)C3CCCC3)O[C@@H]2CO)cc1 | TcdB GH inh = -0.1

A portion of the library (hit frequency here may not be typical).
